Screening results as filed in PubChem.
AID2073 – inhibitors of Mint1-CaV2.2 protein interaction, biochemical, HTRF (AID 2073). inhibition, % at 20 µM, or IC50 in µM where a hit was titrated. HTRF protein-protein interaction, Mint1-CaV2.2; higher % means a stronger effect. 0.19% of 290,000 active; in the data active means inhibition mostly above about 51%, no sharp cut-off; further: some results filed as inactive read as strong as hits
XIAP displacement – small molecules displacing peptide from XIAP – biochemical, IAP family, fluorescence polarization (AID 1018); displacement, % at 20 µM; hits with a dose series show IC50 in µM; XIAP BIR domain, fluorescence polarization peptide displacement; higher % means a stronger effect; 0.007% of 200,000 active; in the data active means displacement above about 50%; further: a part of the inactive calls stands beside numbers as strong as those of hits
M17LAP inhibition – P. falciparum M17LAP inhibitors, primary screen, biochemical, fluorogenic H-Leu-NHMec substrate, 1536-well (AID 1619) | recombinant M17LAP, H-Leu-NHMec fluorogenic kinetic assay; higher % means a stronger effect | inhibition, % at 30 µM, or IC50 in µM where a hit was titrated | 0.38% of 220,000 active;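 active means compound inhibiting the enzyme by more than half at any dose during confirmatory dose-response retesting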;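 further: plate controls were full reaction with DMSO carrier for no effect and no enzyme background for full effect; strong numbers were not always called active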
Dynein transport – dynein cargo transport inhibition; 3617.4 mouse cells, GR-EGFP nuclear translocation imaging; test concentration mostly 20 µM; stimulated with dexamethasone, 1 µM; stronger effect = lower value; z-score, hits read low; 0.47% of 220,000 active; AID 1381;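 active means plate z-score of nuclear minus cytoplasmic receptor signal below a set negative limit, without overly bright fluorescence or cell loss, cut at about -3.5 in these data, passing the limit was not always enough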;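 further: z-score of nuclear minus cytoplasmic ring GR-EGFP intensity difference per well; some compounds called inactive have numbers as strong as hits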
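Buffer or medium: tetracycline-free induction medium containing charcoal-stripped FBS / Reagent: dexamethasone agonist, 1.0 µM final, for 30 min / Technique: automated 10x imaging of fixed Hoechst-stained cells / Times: induction 48 h, compound 1 h, agonist 30 min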
P. falciparum M1AAP – malaria alanyl aminopeptidase activity blockers – biochemical, fluorogenic H-Leu-NHMec substrate, 1536-well (AID 1445); recombinant M1AAP, H-Leu-NHMec fluorogenic kinetic assay; higher % means a stronger effect; inhibition, % at 30 µM, or IC50 in µM where a hit was titrated; 0.42% of 220,000 active;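 active means primary inhibition above the hit cutoff, then over 50% inhibition at one or more dose response concentrations, cut at about 23% in these data, passing the limit was not always enough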;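 further: plate controls were DMSO full reaction for no effect and no enzyme background for full effect; strong numbers were not always called active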
human PMI inhibitors – human PMI inhibitors, high substrate, primary screen, biochemical, fluorescence intensity, high mannose 6-phosphate (AID 1220). 0.66% of 190,000 active. inhibition, % at 20 µM; hits with a dose series show IC50 in µM. recombinant PMI enzyme, coupled fluorescence intensity; higher % means a stronger effect
LYP phosphatase – inhibitors of LYP phosphatase, biochemical, fluorescence intensity, uHTS (AID 1779); recombinant LYP phosphatase, fluorescence intensity; higher % means a stronger effect; inhibition, % at 11.5 µM, or IC50 in µM where a hit was titrated; 0.054% of 290,000 active;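 further: plate controls were vehicle with enzyme for no effect and no enzyme for full effect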
Siah-1 displacement – Siah-1 peptide-binding antagonists, primary screen, biochemical, fluorescence polarization, rhodamine-plectin, uHTS (AID 1817); Siah-1 / rhodamine-plectin peptide fluorescence polarization; higher % means a stronger effect; one-dose displacement, % at 20 µM; IC50 in µM for titrated hits; 0.02% of 290,000 active;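 active means displacement of at least 50% at 20 µM, with a fluorescence ratio check between 0.3 and a set limit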;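 further: plate controls were Siah plus tracer with DMSO for no effect and tracer alone without Siah for full effect; strong numbers were not always called active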
human PMI inhibition – MPI enzyme activity inhibition – biochemical, fluorescence intensity, coupled assay, primary screen (AID 1209) | inhibition, % at 20 µM; hits with a dose series show IC50 in µM | 0.42% of 190,000 active | purified PMI enzyme, coupled fluorescence intensity; higher % means a stronger effect;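 further: plate controls were DMSO vehicle for no effect and wells lacking substrate for full effect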
Dynein transport cytoplasmic EGFP – second read-out of Dynein transport, no call of its own (marks repeat the call); z-score; measured here: cytoplasmic GR-EGFP intensity; stronger effect = higher value
Dynein transport nuclear GR-EGFP – further read-out of Dynein transport, marked with its call; z-score; measured here: nuclear GR-EGFP intensity;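 lower value marks the stronger effect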
Dynein transport cell count – second read-out of Dynein transport, no call of its own (marks repeat the call); z-score; measured here: cell count per field
The depositor's hits bear a star; i = inactive; · = not tested or not shown. Unless noted, no stated cut-off is given here; in the data, active means inhibition above about 50%; inactive means the rest.

Every second line gives: AID2073	XIAP displacement	M17LAP inhibition	Dynein transport	Dynein transport cytoplasmic EGFP	Dynein transport nuclear GR-EGFP	Dynein transport cell count	P. falciparum M1AAP	human PMI inhibitors	LYP phosphatase	Siah-1 displacement	human PMI inhibition
Cc1cc(C)c2c(n1)nn1c(NCCN3CCOCC3)cc(C)nc21
  12%	-5.1%	i	-0.053	-0.15	0.32	-0.58	32%	2%	-18%	2%	3%
Cc1cc(Nc2cnc3ccccc3n2)n(-c2ccccc2)n1
  18%	-5.9%	8%	0.00035	-0.19	0.84	-0.44	1%	-2%	6%	0%	-3%
COc1ccc(Cn2cc(F)c(=O)n(C)c2=O)cc1[N+](=O)[O-]
  6%	·	2%	0.68	-0.14	0.94	-2.3	3%	·	-8%	-3%	·
CCOc1ccc(C(=O)NC(=S)Nc2cccnc2)cc1[N+](=O)[O-]
  -15%	-3.5%	12%	0.37	-0.15	0.28	-0.059	7%	-14%	0%	6%	-8%
CC(C)CC1CC(C)(c2csc(NNC(=O)c3ccccc3)n2)OC1=O (stereo unspecified)
  -17%	-12%	3%	-0.34	-0.068	-0.024	0.44	3%	3%	-2%	2%	0%
CSc1ccc(CNc2ccccc2)cc1
  -5%	-2.4%	9%	-0.37	-0.25	-0.052	-0.18	7%	6%	-6%	-1%	22%
Cc1ccc(-n2[nH]c(C)c(C=NC34CN5CN(CN(C5)C3)C4)c2=O)cc1C
  -4%	-5.2%	4%	-0.64	-0.13	-0.1	0.026	5%	0%	-4%	-4%	4%
N#Cc1c(C(F)(F)F)cc(-c2ccco2)nc1SCc1ccccn1
  -2%	-3.3%	23%	-0.61	0.34	-0.37	0.45	9%	-14%	-1%	2%	6%
Cc1ccc(C)c(S(=O)(=O)N2CCN(Cc3ccc(O)c4ncccc34)CC2)c1
  12%	-7.4%	2%	-1.1	-0.28	-0.13	0.78	-12%	20%	1%	-11%	18%
NS(=O)(=O)c1ccc(NC(=S)Nc2ccc(S(=O)(=O)N3CCCC3)cc2)cc1
  20%	-7.1%	-5%	-0.49	-0.38	0.064	0.71	0%	-5%	-10%	3%	14%
COc1cccc(CC2(CO)CCCN(Cc3ccc(CN4CCCCC4)s3)C2)c1 (stereo unspecified)
  -5%	0.7%	-2%	0.85	-0.28	0.19	-0.56	-2%	1%	-5%	-1%	11%
S=c1[nH]cc(-c2ccc(Cl)cc2)n1Cc1ccccc1
  4%	·	8%	-0.18	-0.068	-0.15	1.1	4%	·	-6%	-2%	·
CCS(=O)(=O)N1Cc2ccccc2CC1C(=O)Nc1nc2ccc(C)cc2s1 (stereo unspecified)
  14%	-4.2%	24%	-0.82	-0.21	-0.85	0.85	6%	-4%	9%	5%	-2%
Cc1csc(NC(=O)C2C3C=CC(O3)C2C(=O)O)n1 (stereo unspecified)
  -4%	0.6%	25%	0.088	-0.21	-0.046	0.38	5%	5%	-4%	5%	11%
Cn1c(SCC(N)=O)nnc1C1CCN(C(=O)NC2CCCCC2)CC1
  7%	-1.1%	-4%	-0.31	-0.34	0.13	0.38	4%	-2%	-5%	0%	-6%
Cc1ccc(S(=O)(=O)NCC(=O)N(CC(=O)NC2CCCC2)c2ccc3c(c2)OCCO3)cc1
  14%	-3.2%	-6%	-0.011	0.016	0.31	0.77	0%	-7%	-8%	-4%	-6%
CCOc1ccccc1N1CN(Cc2ccccc2)CNC1=S
  -8%	·	11%	-0.027	-0.29	-0.12	0.54	3%	·	-8%	-5%	·
COc1ccc(CCNC(=O)C2CCN(S(=O)(=O)c3ccc(-n4cnnn4)cc3)CC2)cc1OC
  0%	-2.6%	-3%	-0.17	-0.24	-0.34	0.23	2%	-7%	-9%	0%	-6%
CCN(C(=O)COC(=O)C1CCN(S(=O)(=O)c2cccs2)CC1)c1ccccc1
  -4%	-9.1%	-8%	0.095	-0.16	-0.42	-0.12	-16%	4%	-2%	2%	-2%
COCCCNC(=S)Nc1cc(C)c(C)cc1C
  -9%	·	9%	-0.3	-0.21	0.3	0.22	7%	·	-6%	8%	·

Quoted from the listing.
Under Dynein transport nuclear GR-EGFP, Cn1c(SCC(N)=O)nnc1C1CCN(C(=O)NC2CCCCC2)CC1 is entered as 0.13
Under Dynein transport nuclear GR-EGFP, COc1ccc(CCNC(=O)C2CCN(S(=O)(=O)c3ccc(-n4cnnn4)cc3)CC2)cc1OC is entered as -0.34
Under Dynein transport, COc1ccc(Cn2cc(F)c(=O)n(C)c2=O)cc1[N+](=O)[O-] is entered as 0.68
Under human PMI inhibitors, Cc1ccc(-n2[nH]c(C)c(C=NC34CN5CN(CN(C5)C3)C4)c2=O)cc1C is entered as 0%

The listing picks up; the two compounds before the break are reprinted first.
Every second line gives: AID2073	XIAP displacement	M17LAP inhibition	Dynein transport	Dynein transport cytoplasmic EGFP	Dynein transport nuclear GR-EGFP	Dynein transport cell count	P. falciparum M1AAP	human PMI inhibitors	LYP phosphatase	Siah-1 displacement	human PMI inhibition
CCN(C(=O)COC(=O)C1CCN(S(=O)(=O)c2cccs2)CC1)c1ccccc1
  -4%	-9.1%	-8%	0.095	-0.16	-0.42	-0.12	-16%	4%	-2%	2%	-2%
COCCCNC(=S)Nc1cc(C)c(C)cc1C
  -9%	·	9%	-0.3	-0.21	0.3	0.22	7%	·	-6%	8%	·
OCCC1CN(Cc2cccnc2)CCN1CCc1ccccc1 (stereo unspecified)
  -2%	-3.8%	-6%	-0.29	-0.33	0.11	0.59	4%	-6%	-9%	13%	0%
CCOC(=O)CCc1c(C)c2ccc(OCc3ccc([N+](=O)[O-])cc3)cc2oc1=O
  14%	-6.1%	-2%	-0.14	0.088	0.43	0.35	0%	2%	-5%	2%	4%
CC1(C)N=C(N)N=C(N)N1c1cccc(C(=O)O)c1
  8%	0.6%	13%	0.28	0.43	0.74	-1.2	0%	-3%	-5%	2%	3%
O=C1c2cccc3c([N+](=O)[O-])ccc(c23)C(=O)N1CC1CCCO1 (stereo unspecified)
  -12%	-7.7%	-5%	2.2	12	2.7	-0.39	-1%	-78%	-9%	0%	-53%
Cc1oc(-c2ccc3c(c2)OCCO3)cc1C(=O)O
  1%	-2.8%	8%	-0.004	-0.18	0.28	0.71	3%	-11%	-7%	-5%	-19%
CC12CCC(=O)N1c1ccccc1C(=O)N2c1ccccc1 (stereo unspecified)
  -3%	-1.9%	-3%	-0.84	-0.27	-0.6	1.1	5%	-2%	67%*	0%	-1%
COc1ccc(/C(C)=N/N=C(N)N)c(OC)c1
  2%	·	-7%	0.48	-0.29	0.23	-0.17	8%	·	1%	4%	·
COc1ccccc1N1CCN(C(=O)c2n[nH]c3ccccc23)CC1
  -12%	-3.4%	-8%	-0.81	-0.17	-0.46	0.24	-1%	3%	-1%	7%	-2%
CCCCCC1NC(=O)NC1CCCCCC(=O)O (stereo unspecified)
  1%	0.8%	6%	0.86	-0.22	0.81	1.2	3%	3%	-7%	1%	9%
CC(=O)OCC(=O)Nc1ccc([N+](=O)[O-])cc1Cl
  0%	-7.2%	-1%	-0.73	-0.29	-0.25	1	1%	1%	-5%	4%	16%
NC(=O)NOCc1ccc(Cl)cc1Cl
  -1%	-9.0%	0%	1.5	-0.33	0.81	-0.26	2%	8%	0%	3%	-6%
O=C(Nc1ccccc1Cl)c1ccccc1Cc1ccccc1
  -2%	-4.1%	2%	-0.88	-0.29	-0.66	0.37	8%	-6%	3%	0%	10%
CC(C)CSc1nc2ccccc2c(=O)[nH]1
  4%	-2.8%	-11%	0.37	-0.2	0.46	-0.25	2%	8%	1%	-1%	13%
Cc1ccc2c(c1)C1CN(C)CCC1N2C(=O)COc1ccc(N(C)C(=O)C(C)(C)C)cc1 (stereo unspecified)
  7%	-5.9%	1%	-0.14	-0.14	0.5	-0.42	1%	5%	6%	4%	6%
CCCCCCN(C(=O)CCCCCN1C(=O)NC(c2ccc(-c3ccccc3)cc2)C(C(=O)OCc2ccccc2)=C1C)C(C(=O)NCCCC)C1CCCCC1 (stereo unspecified)
  10%	·	1%	0.26	-0.66	0.29	-0.53	-1%	·	-4%	-5%	·
CCN(CC)S(=O)(=O)c1ccc(Cl)c(OC)c1
  5%	-8.8%	4%	0.15	-0.18	0.14	-1.4	5%	7%	1%	3%	10%
C=CC(C)N1C(=O)S/C(=C\c2ccc(N3CCOCC3)cc2C)C1=O (stereo unspecified)
  8%	-2.3%	2%	-0.32	-0.19	-0.37	0.41	7%	2%	-1%	3%	15%
Cc1cc(NC(=O)CSc2nnc(-c3ccco3)n2Cc2ccco2)no1
  2%	-5.8%	12%	-0.71	-0.19	0.31	0.18	2%	6%	-6%	0%	4%
CC(C)(CO)NC(=O)C12CC3CC(CC(Br)(C3)C1)C2
  1%	·	-2%	0.15	-0.25	-0.045	-0.21	0%	·	-6%	8%	·
CCN1C(c2ccccc2)=C(c2ccccc2)S/C1=C/C=C1\SC(=S)N(C)C1=O
  -5%	1.5%	14%	-1.1	0.29	-0.38	0.13	2%	54%*	-2%	24%	34%
O=C(CCN1C(=O)C2C3C=CC(C3)C2C1=O)N1CCN(c2ccccc2F)CC1 (stereo unspecified)
  -3%	·	-3%	1.3	0.051	0.72	-2.3	7%	7%	-8%	-3%	4%
CCOC(=O)C(C#N)C(Cc1ccccc1)c1ccco1 (stereo unspecified)
  0%	-5.0%	2%	-0.23	-0.1	0.21	0.18	5%	6%	1%	-4%	11%
O=C(CSC1=NCCS1)Nc1cccc2ccccc12
  -8%	-5.6%	-3%	0.36	0.052	0.31	-0.35	4%	3%	-6%	2%	4%

Reformatted: results already given.
canonical_smiles,AID2073,XIAP displacement,M17LAP inhibition,Dynein transport,Dynein transport cytoplasmic EGFP,Dynein transport nuclear GR-EGFP,Dynein transport cell count,P. falciparum M1AAP,human PMI inhibitors,LYP phosphatase,Siah-1 displacement,human PMI inhibition
O=C(Nc1ccccc1Cl)c1ccccc1Cc1ccccc1,-2%,-4.1%,2%,-0.88,-0.29,-0.66,0.37,8%,-6%,3%,0%,10%
CC(C)CSc1nc2ccccc2c(=O)[nH]1,4%,-2.8%,-11%,0.37,-0.2,0.46,-0.25,2%,8%,1%,-1%,13%
Cc1ccc2c(c1)C1CN(C)CCC1N2C(=O)COc1ccc(N(C)C(=O)C(C)(C)C)cc1 (stereo unspecified),7%,-5.9%,1%,-0.14,-0.14,0.5,-0.42,1%,5%,6%,4%,6%
